Source: PubChem BioAssay
NR2F2 inh: NR2F2 transcriptional activity inhibitors, primary screen, cell-based, luciferase reporter, HEK293T, luminescence; COUP transcription factor 2 (Homo sapiens), P24468; HEK293T NGFI-A luciferase reporter; inhibition, % at 8.6 µM; actives 0.7% (n = 370,000);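 active = inhibition above a per-plate cutoff, mean inhibition of test wells between control levels plus 3 SD, cut at about 38% in these data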;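 note: cells cotransfected with COUP-TFII expression vector driving the NGFI-A reporter; 0% = median of COUP-TF2 test wells and 100% = reporter-only cells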
NCOA2 inhibitor: inhibition of GAL4-SRC2 driven luciferase reporter, primary screen, SRC2 inhibitor project, cell-based, luminescence. actives 0.17% (n = 370,000). HEK293 GAL4-SRC2 luciferase reporter. inhibition, % at 9 µM. Nuclear receptor coactivator 2 (Homo sapiens), Q15596;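 active = inhibition above the mean inhibition of all tested compounds plus 3 SD, set per campaign, cut at about 52% in these data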;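 note: 0% = DMSO treated cells and 100% = cells given Gossypol at 36 µM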
Target sequence (Q15596 whole entry, looked up, the tested form may be a part): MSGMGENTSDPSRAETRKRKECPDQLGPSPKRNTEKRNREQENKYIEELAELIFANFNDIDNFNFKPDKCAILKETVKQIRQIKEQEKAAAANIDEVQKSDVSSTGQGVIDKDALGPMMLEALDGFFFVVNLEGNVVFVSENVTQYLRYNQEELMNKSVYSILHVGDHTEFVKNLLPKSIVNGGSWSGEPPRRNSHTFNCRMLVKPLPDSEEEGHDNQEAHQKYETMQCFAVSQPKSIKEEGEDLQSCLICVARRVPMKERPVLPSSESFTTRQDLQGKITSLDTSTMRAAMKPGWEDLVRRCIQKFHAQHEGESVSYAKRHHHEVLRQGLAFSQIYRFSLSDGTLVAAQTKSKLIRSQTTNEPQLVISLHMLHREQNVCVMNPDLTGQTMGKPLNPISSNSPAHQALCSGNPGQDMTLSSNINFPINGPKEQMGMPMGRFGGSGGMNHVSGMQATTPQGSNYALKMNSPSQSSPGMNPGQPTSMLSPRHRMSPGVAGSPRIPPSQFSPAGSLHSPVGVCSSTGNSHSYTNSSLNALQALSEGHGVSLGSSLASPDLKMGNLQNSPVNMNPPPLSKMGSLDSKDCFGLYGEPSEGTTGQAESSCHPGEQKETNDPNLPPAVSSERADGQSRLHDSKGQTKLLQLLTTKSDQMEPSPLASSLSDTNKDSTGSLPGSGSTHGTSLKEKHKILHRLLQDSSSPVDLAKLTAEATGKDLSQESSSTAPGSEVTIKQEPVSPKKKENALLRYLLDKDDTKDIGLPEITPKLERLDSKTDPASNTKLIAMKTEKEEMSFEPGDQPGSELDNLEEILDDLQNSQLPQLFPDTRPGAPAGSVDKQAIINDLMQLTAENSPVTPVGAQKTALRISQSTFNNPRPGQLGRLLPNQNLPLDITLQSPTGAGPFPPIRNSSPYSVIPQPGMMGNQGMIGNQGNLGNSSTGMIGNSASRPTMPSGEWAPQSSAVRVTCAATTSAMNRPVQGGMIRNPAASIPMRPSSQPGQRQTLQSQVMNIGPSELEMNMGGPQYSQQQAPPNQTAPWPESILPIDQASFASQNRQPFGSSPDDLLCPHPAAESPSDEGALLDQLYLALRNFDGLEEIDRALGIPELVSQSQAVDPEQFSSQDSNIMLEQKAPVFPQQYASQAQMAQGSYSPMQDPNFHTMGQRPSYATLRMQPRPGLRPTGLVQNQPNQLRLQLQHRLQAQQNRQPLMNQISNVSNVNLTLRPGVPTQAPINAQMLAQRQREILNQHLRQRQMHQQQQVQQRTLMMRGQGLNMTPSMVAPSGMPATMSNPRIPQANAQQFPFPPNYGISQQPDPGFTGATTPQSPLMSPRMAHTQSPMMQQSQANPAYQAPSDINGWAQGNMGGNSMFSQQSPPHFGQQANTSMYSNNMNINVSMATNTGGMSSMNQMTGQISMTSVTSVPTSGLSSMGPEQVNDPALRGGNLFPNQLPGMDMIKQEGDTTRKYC
An asterisk follows results filed as active; . = no result given.

compound: CO[C@H]([C@H](C)/C=C/N(C)C=O)[C@@H](C)C(=O)CC[C@H](C)[C@H](O)[C@H](C)[C@H]1OC(=O)/C=C/C(C)=C/[C@H](O)[C@H](OC)C[C@@H]2C=CC[C@@H](C[C@H](OC)[C@@H](CO)[C@@H](OC)C[C@@H](OC)[C@@H]1C)O2
  NR2F2 inh = -22; NCOA2 inhibitor = .

compound: CN=C1CN=C(c2ccc[nH]2)c2cc(Cl)ccc2N1
  NR2F2 inh = -8; NCOA2 inhibitor = .

compound: CN1C(=O)[C@@]23C[C@]4(c5c[nH]c6ccccc56)c5ccccc5N(S(=O)(=O)c5ccccc5)[C@@H]4N2C(=O)[C@@H]1SS3
  NR2F2 inh = 107*; NCOA2 inhibitor = .

compound: C=CCCC(NC(=O)OCc1ccccc1)P(=O)(Oc1ccccc1)Oc1ccccc1 (centres undefined)
  NR2F2 inh = 3; NCOA2 inhibitor = .

compound: Cc1cc(N2CCNC[C@H]2C)ccc1N1CC[C@H](O)C1
  NR2F2 inh = -3; NCOA2 inhibitor = 15

compound: Cc1cccc(C(C)c2cnc[nH]2)c1C (centres undefined)
  NR2F2 inh = 1; NCOA2 inhibitor = 18

compound: COC1CC=C2CCN3CCC4=C(CC(=O)OC4)C23C1 (centres undefined)
  NR2F2 inh = -16; NCOA2 inhibitor = -11

compound: CCc1cc(OC)c(CCN)cc1OC
  NR2F2 inh = -1; NCOA2 inhibitor = 8

compound: COP(=O)(OC)OC=C(Cl)Cl
  NR2F2 inh = 9; NCOA2 inhibitor = -1

compound: Clc1cc(Cl)cc(CN2Cc3ccccc3-n3nncc3C2)c1
  NR2F2 inh = -11; NCOA2 inhibitor = 21

compound: N#Cc1ccc(NC(=S)N2Cc3cc(Br)ccc3-n3nncc3C2)cc1
  NR2F2 inh = 8; NCOA2 inhibitor = 1

compound: Fc1ccc(C[n+]2c(-c3ccccc3)cc(-c3ccccc3)cc2-c2ccccc2)cc1
  NR2F2 inh = 23; NCOA2 inhibitor = -4

compound: Cc1ccc(/C=C2/C(=O)NC(=O)N(Cc3ccc(F)cc3)C2=O)o1
  NR2F2 inh = 1; NCOA2 inhibitor = -5

compound: NS(=O)(=O)c1ccc(-c2ccc(C=C3C(=O)NC(=S)NC3=O)o2)cc1
  NR2F2 inh = -11; NCOA2 inhibitor = -10

compound: CN1c2ccc(Br)cc2[C@H]2NCC[C@H]2[C@H]1CO
  NR2F2 inh = 8; NCOA2 inhibitor = 0

compound: N#CCC[C@@H]1CC[C@]2(CCCN(Cc3ccccn3)C2)O1
  NR2F2 inh = -7; NCOA2 inhibitor = -22

compound: COc1ccc(N2C(=O)NC(=O)/C(=C/c3ccc(N4CCOCC4)cc3)C2=O)cc1
  NR2F2 inh = 3; NCOA2 inhibitor = -20

compound: COC(=O)[C@H]1C[C@@]2(C)c3ccccc3N[C@H]2N1
  NR2F2 inh = -4; NCOA2 inhibitor = -8

compound: Cc1ccc2nc(-c3ccc(CN4CCC(n5c(=O)[nH]c6cc(Cl)ccc65)CC4)cc3)c(-c3ccccc3)nc2c1
  NR2F2 inh = 8; NCOA2 inhibitor = -3

compound: O=C(O)c1cc(S(=O)(=O)N2CC3CC(C2)c2cccc(=O)n2C3)ccc1F (centres undefined)
  NR2F2 inh = 9; NCOA2 inhibitor = 17

compound: CN1C(=O)NC(=O)/C(=C/c2ccc([N+](=O)[O-])o2)C1=O
  NR2F2 inh = 23; NCOA2 inhibitor = -28

compound: Cc1ccc(OC(=O)N(C)C[C@H]2OCc3cnnn3CCCC(=O)N([C@H](C)CO)C[C@H]2C)cc1
  NR2F2 inh = -1; NCOA2 inhibitor = 11

compound: CC(C)(C)n1nnnc1C1CN=C(c2ccccc2)c2ccccc2N1 (centres undefined)
  NR2F2 inh = -3; NCOA2 inhibitor = -16

compound: NC(Cc1ccccc1)[P+](=O)O (centres undefined)
  NR2F2 inh = -28; NCOA2 inhibitor = -14

compound: CC(C)(C)OC(=O)NCCCCC(N)[P+](=O)O (centres undefined)
  NR2F2 inh = -13; NCOA2 inhibitor = 14

compound: COC(=O)C1C(c2ccc(I)cc2)CC2CCC1N2C (centres undefined)
  NR2F2 inh = -3; NCOA2 inhibitor = 14

compound: O=C1C2CCN(CC2)C1Cc1ccccc1O (centres undefined)
  NR2F2 inh = 0; NCOA2 inhibitor = -10

compound: NC(=O)c1ccc(C(=O)Nc2ccc([As](=O)(O)O)cc2)cc1
  NR2F2 inh = 10; NCOA2 inhibitor = -20

compound: COc1ccc(N2C(=O)NC(=O)/C(=C/c3cccc(OC(=O)c4cccs4)c3)C2=O)cc1Cl
  NR2F2 inh = 11; NCOA2 inhibitor = -8

compound: COC(=O)[C@@]1(O)c2c(oc3cccc(O)c3c2=O)C=C[C@H]1O
  NR2F2 inh = -18; NCOA2 inhibitor = -21

compound: Cc1cc(N2CCNC[C@@H]2C)ccc1N1CCN[C@H](C)C1
  NR2F2 inh = -12; NCOA2 inhibitor = 14

compound: O=[N+]([O-])c1ccccc1-c1cc(-c2ccccc2)cc(-c2ccccc2)[n+]1Cc1ccccc1Cl
  NR2F2 inh = 56*; NCOA2 inhibitor = -23

compound: O=C(NCCN1CCC2(CC1)C(=O)NCN2c1ccccc1)c1ccccc1C(F)(F)F
  NR2F2 inh = 7; NCOA2 inhibitor = -11

compound: CCOc1ccc(N2C(=O)/C(=C\c3cccs3)C(=O)NC2=S)cc1
  NR2F2 inh = 11; NCOA2 inhibitor = -8

compound: CC(C)(C)c1cc([N+](=O)[O-])cc(C(C)(C)C)c1O
  NR2F2 inh = 21; NCOA2 inhibitor = -11

compound: CCCC1(CCC)C(=O)NC(=Nc2ccc(C)cc2)NC1=O
  NR2F2 inh = 8; NCOA2 inhibitor = -50

compound: Cc1cc(O)c2c(c1)C(=O)[C@@]13C(=C2O)C(=O)[C@H]2C(O)[C@@H]1[C@H]1C(O)[C@@H]3C(=O)C3=C(O)c4c(O)cc(C)cc4C(=O)[C@@]312 (some centres undefined)
  NR2F2 inh = 41*; NCOA2 inhibitor = -14

compound: O=S(=O)(c1ccc2ccccc2c1)N1Cc2cc(Br)ccc2-n2nncc2C1
  NR2F2 inh = -7; NCOA2 inhibitor = -9

compound: N#CCC[C@@H]1CC[C@]2(CCCN(Cc3ccncc3)C2)O1
  NR2F2 inh = 15; NCOA2 inhibitor = 6

compound: O=C(NCCN1CCC2(CC1)C(=O)NCN2c1ccccc1)c1ccc(F)c(F)c1
  NR2F2 inh = 13; NCOA2 inhibitor = -12

Arranged by SMILES length (ascending): part of the list above.
compound: O=S(=O)(c1ccc2ccccc2c1)N1Cc2cc(Br)ccc2-n2nncc2C1
  NR2F2 inh = -7; NCOA2 inhibitor = -9

compound: O=C(NCCN1CCC2(CC1)C(=O)NCN2c1ccccc1)c1ccc(F)c(F)c1
  NR2F2 inh = 13; NCOA2 inhibitor = -12

compound: O=[N+]([O-])c1ccccc1-c1cc(-c2ccccc2)cc(-c2ccccc2)[n+]1Cc1ccccc1Cl
  NR2F2 inh = 56*; NCOA2 inhibitor = -23

Additional structures
compound: C=C1C(=O)O[C@H]2C[C@@H](C)[C@@H]3C=CC(=O)[C@@]3(C)C[C@H]12
  NR2F2 inh = 32; NCOA2 inhibitor = 72*

compound: COc1ccc(CCNCc2ccc(SC)cc2)cc1
  NR2F2 inh = 0; NCOA2 inhibitor = 0

compound: C[C@H](NC(=O)OCc1ccccc1)C(=O)NC(Cc1ccccc1)P(=O)(Oc1ccccc1)Oc1ccccc1 (some centres undefined)
  NR2F2 inh = -4; NCOA2 inhibitor = -28

compound: COc1ccc2c(c1)[C@@]13CCCCC1[C@@H](C2)NCC3 (some centres undefined)
  NR2F2 inh = -13; NCOA2 inhibitor = -7

compound: CCN1C(=O)NC(=O)/C(=C\c2ccc(N3CCOCC3)cc2OC)C1=O
  NR2F2 inh = 6; NCOA2 inhibitor = -17

compound: CCOC(=O)C1=C(C(=O)OCC)C2(c3ccccc3)c3ccccc3C1(C)N2C (centres undefined)
  NR2F2 inh = 7; NCOA2 inhibitor = -11

compound: CCOC(=O)CC[C@@H]1CC[C@]2(CCCN(Cc3ccccn3)C2)O1
  NR2F2 inh = -2; NCOA2 inhibitor = 9

compound: C=CCN1C[C@H](C)N(C(c2ccc(C(=O)N(CC)CC)cc2)c2cccc(OC)c2)CC1C (some centres undefined)
  NR2F2 inh = -6; NCOA2 inhibitor = -21

compound: c1cncc(-c2ccc3n2Cc2cnnn2-c2ccccc2-3)c1
  NR2F2 inh = 6; NCOA2 inhibitor = 37

compound: Oc1cc(Cl)c(Cl)cc1Cl
  NR2F2 inh = 9; NCOA2 inhibitor = 3

compound: Brc1ccc2c(c1)CNCc1cnnn1-2
  NR2F2 inh = -9; NCOA2 inhibitor = -46

Looked up by compound from the entries so far, 6 records:
compound: C=CCN1C[C@H](C)N(C(c2ccc(C(=O)N(CC)CC)cc2)c2cccc(OC)c2)CC1C (some centres undefined)
  NR2F2 inh = -6; NCOA2 inhibitor = -21

compound: Cc1cccc(C(C)c2cnc[nH]2)c1C (centres undefined)
  NR2F2 inh = 1; NCOA2 inhibitor = 18

compound: O=S(=O)(c1ccc2ccccc2c1)N1Cc2cc(Br)ccc2-n2nncc2C1
  NR2F2 inh = -7; NCOA2 inhibitor = -9

compound: CC(C)(C)c1cc([N+](=O)[O-])cc(C(C)(C)C)c1O
  NR2F2 inh = 21; NCOA2 inhibitor = -11

compound: c1cncc(-c2ccc3n2Cc2cnnn2-c2ccccc2-3)c1
  NR2F2 inh = 6; NCOA2 inhibitor = 37

compound: Fc1ccc(C[n+]2c(-c3ccccc3)cc(-c3ccccc3)cc2-c2ccccc2)cc1
  NR2F2 inh = 23; NCOA2 inhibitor = -4

These rows are one share of the data; count on the stated rates, not on these rows.
